Screening results as filed in PubChem BioAssay.
CHO-K1 Ca PAM = nonselective calcium activators in parental CHO-K1 cells, primary screen, counter-screen for M1 PAM project, cell-based, Fluo-8 calcium fluorescence, full deck, 1536-well | actives 0.02% (n = 360,000) | ATP EC20; 0% at ATP EC20, 100% at ATP max | activation, % at 3 µM;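 active = activation above the run cutoff, the mean activation of all test compounds plus 3 SD, cut at about 40% in these data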;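 note: peak over basal fluorescence ratio in a 140 s read after ATP addition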
CHO parental Ca = ATP-evoked calcium signal inhibitors, parental CHO, primary screen, counter-screen for OX1R antagonist project, cell-based, fluorescence, Fluo-8 calcium dye | parental CHO-K1, ATP-induced calcium, Fluo-8 fluorescence | inhibition, % at 5.6 µM | actives 0.63% (n = 330,000);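 active = inhibition above that plate's mean sample inhibition plus 3 SD, cut at about 26% in these data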;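 note: 0% = ATP-challenged DMSO wells and 100% = DMSO wells without ATP; some compounds past the cut are filed as inactive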
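Assay system: parental CHO cells; Read-out basis: percent inhibition of ATP-evoked calcium rise, normalized to controls; Benchmarks: ATP and no-ATP DMSO wells; Compound dosing: single nominal dose of 5.6 µM per compound; Signal: Fluo-8 calcium dye fluorescence; Also added: ATP as calcium-mobilizing challenge; Repeats: singlicate.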
CHO-K1 Ca antag = M1 antagonist counterscreen hit in parental CHO-K1 cells. ATP-induced calcium, Fluo-8 fluorescence. actives 0.6% (n = 360,000). inhibition, % at 3 µM;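 active = inhibition above a per-plate cutoff, the plate's mean sample inhibition plus 3 SD, cut at about 24% in these data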;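 note: 0% = DMSO plus EC80 ATP and 100% = DMSO alone without ATP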
M1 PAM = human M1 muscarinic receptor positive allosteric modulators, primary screen, CHO-K1 cells, Fluo-8 calcium fluorescence, 1536-well; actives 0.088% (n = 360,000); activation, % at 3 µM; AID 588819, 2011; Muscarinic acetylcholine receptor M1 (Homo sapiens), P11229; CHO-K1 hM1, ACh EC20; 0% = ACh EC20, 100% = maximal ACh; in the data active = activation above about 19%, passing the limit was not always enough
Target sequence (P11229 whole entry, looked up): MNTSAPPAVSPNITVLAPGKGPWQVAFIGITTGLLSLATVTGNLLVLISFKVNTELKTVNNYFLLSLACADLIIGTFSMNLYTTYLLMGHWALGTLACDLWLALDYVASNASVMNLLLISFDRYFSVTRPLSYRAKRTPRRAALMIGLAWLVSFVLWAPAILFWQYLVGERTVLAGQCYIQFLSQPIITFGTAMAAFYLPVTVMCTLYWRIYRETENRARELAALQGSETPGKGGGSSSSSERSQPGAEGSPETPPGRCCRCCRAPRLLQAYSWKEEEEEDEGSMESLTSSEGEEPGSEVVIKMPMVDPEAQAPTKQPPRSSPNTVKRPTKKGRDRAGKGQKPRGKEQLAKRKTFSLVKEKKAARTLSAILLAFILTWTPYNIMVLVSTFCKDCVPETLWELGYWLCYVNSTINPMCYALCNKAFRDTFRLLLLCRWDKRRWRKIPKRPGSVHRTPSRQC
CHO-K1 Ca ag = counter-screen for M1 agonists: effect in parental CHO-K1 cells | AID 602248, 2012 | actives 0.48% (n = 360,000) | Fluo-8 calcium fluorescence; scaled to maximal ATP response, vehicle zero | activation, % at 3 µM; in the data active = activation above about 15%;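 note: untransfected CHO-K1 host cells lacking M1 receptor as counterscreen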
CHRM1 antagonist = human M1 muscarinic receptor antagonists, primary screen, CHO-K1 cells, Fluo-8 calcium fluorescence, 1536-well; CHO-K1 hM1, ACh EC80 antagonist; inhibition, % at 3 µM; actives 1.3% (n = 360,000); AID 588852, 2011;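 active = percent inhibition above its own plate's cutoff, namely the mean of that plate's compound wells plus 3 SD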;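 note: peak over basal fluorescence ratio during 140 s after agonist addition; 0% = ACh EC80 plus DMSO and 100% = DMSO alone without agonist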
TAAR1 ag = human TAAR1 agonists, primary screen, Fluo-8 calcium fluorescence, CHO RD-HGA16 cells | actives 0.99% (n = 360,000) | activation, % at 3 µM | vehicle wells 0%, saturating PEA agonist 100% | Trace amine-associated receptor 1 (Homo sapiens), Q96RJ0;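 active = activation above the mean activation of all test compounds in the run plus 3 SD, cut at about 38% in these data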
Target sequence (Q96RJ0 whole entry, looked up): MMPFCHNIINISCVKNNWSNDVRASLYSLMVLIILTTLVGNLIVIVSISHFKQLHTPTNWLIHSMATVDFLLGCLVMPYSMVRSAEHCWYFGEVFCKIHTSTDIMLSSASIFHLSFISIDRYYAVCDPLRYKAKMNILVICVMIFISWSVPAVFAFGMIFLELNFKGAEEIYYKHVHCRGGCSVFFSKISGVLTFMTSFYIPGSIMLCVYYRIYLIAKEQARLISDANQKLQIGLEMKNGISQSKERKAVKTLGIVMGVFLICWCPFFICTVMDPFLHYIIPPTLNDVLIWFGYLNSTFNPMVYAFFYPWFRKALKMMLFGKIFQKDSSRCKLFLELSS
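Test system: RD-HGA16 (CHO) cells co-expressing Gα16 and hTAAR1 / Benchmarks: DMSO vehicle as 0%, PEA at EC100 as 100% / Repeats: no replicates (n 1) / Measure: % activation from peak over basal fluorescence ratio, DMSO-to-PEA scaled / Timing: 17-24 h plating, Fluo-8 75 min 37 °C, 30 min RT / Technique: kinetic Fluo-8 calcium fluorescence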
M1 ag = human M1 muscarinic receptor agonists, primary screen, Fluo-8 calcium fluorescence, CHO-K1 cells, HTS | CHO-K1 hM1, agonist mode; 0% DMSO, 100% acetylcholine EC100 | activation, % at 3 µM | actives 0.33% (n = 360,000) | AID 588814, 2011;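 active = activation above the run's mean compound activation plus 3 SD, cut at about 16% in these data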;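 note: peak over basal fluorescence ratio within a 140 s kinetic read after compound addition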
TAAR1 antagonist = human TAAR1 antagonists, primary screen, Fluo-8 calcium fluorescence, CHO RD-HGA16 cells. Trace amine-associated receptor 1 (Homo sapiens), Q96RJ0. antagonist. inhibition, % at 3 µM. actives 1.5% (n = 360,000);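 active = inhibition above a per-plate cutoff, the mean inhibition of test compounds on that plate plus 3 SD, cut at about 49% in these data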;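 note: 0% = DMSO plus EC80 beta-PEA response and 100% = DMSO alone without agonist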
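Test system – hTAAR1-expressing CHO RD-HGA16 cells, Gα16-coupled · Reagent – β-PEA at EC80 concentration, post-compound challenge · Compound dosing – 3 µM, single point · Timing – 140 s kinetic read after compound, 140 s after agonist · Detection – Fluo-8 intracellular calcium dye fluorescence, real-time kinetic reads · Control set – DMSO and EC80 PEA controls · Repeats – n of 1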
* = called active by the depositor; nt = no result given.

(1) Cc1cccc(NC(=O)CN2C(=O)S/C(=C\C(=O)Nc3ccc(Cl)cc3)C2=O)c1
(2) O=C(NCc1ccncc1)C1CCCN(S(=O)(=O)c2ccc(Br)cc2)C1 (stereo not given)
(3) Cc1cc(NC(=O)CSc2nnc(-c3ccco3)n2Cc2ccco2)no1
(4) O=C(NCc1cccnc1)c1ccccc1CCc1ccccc1
(5) C/C(=N\NC(=O)Cc1ccc(F)cc1)c1ccc(F)cc1
(6) Cc1ccc(/C=N/NC(=O)c2nnn(-c3nonc3N)c2CN(C)C)s1
(7) Cc1cccc(OCc2nc3c4c(ncn3n2)-c2ccccc2CC42CCCC2)c1
(8) O=C(NCCC1=CCCCC1)C1CCN(c2nc3ccccc3o2)CC1
(9) O=C(NNS(=O)(=O)c1ccc(Br)cc1)NC1CCCCC1
(10) O=C(NCc1ccccn1)C(=O)N/N=C/c1ccc2c(c1)OCO2

screen / no.	1	2	3	4	5	6	7	8	9	10
CHO-K1 Ca PAM	-11.1	-22.9	25.0	11.8	8.0	-6.3	22.8	16.9	19.7	9.2
CHO parental Ca	4.0	-21.7	-9.7	-22.1	3.2	12.6	-4.6	-19.4	-14.2	-3.6
CHO-K1 Ca antag	4.6	2.0	-8.9	-5.4	-3.2	10.7	-13.6	-44.4	-10.5	-14.6
M1 PAM	5.5	-1.9	2.8	20.3	-0.9	21.2	11.3	6.7	-0.4	1.4
CHO-K1 Ca ag	-0.3	0.5	1.4	1.6	0.0	-0.2	0.4	0.5	1.1	-1.0
CHRM1 antagonist	5.8	9.0	-6.1	-8.4	-5.9	-20.3	-10.2	-9.2	1.3	-4.6
TAAR1 ag	1.8	5.2	7.0	0.2	nt	1.6	4.4	3.0	1.8	0.5
M1 ag	1.3	-5.4	-5.0	-4.0	-6.1	2.8	-2.2	-8.5	-7.5	-4.5
TAAR1 antagonist	-18.5	-6.2	4.0	-7.0	nt	-29.6	-19.2	3.3	-5.0	-4.5

(11) COc1ccc(Cl)cc1N1C(=NC(=O)C2CCCCC2)SC2CS(=O)(=O)CC21 (stereo not given)
(12) Cc1ccc(CO/N=C/C2=C(Cl)c3ccccc3CC2)cc1
(13) Cc1cc(C)c(-n2[nH]nnc2=S)c(C)c1
(14) CN(C)c1ccc(C=C(c2nnnn2-c2ccccc2)c2nnnn2-c2ccccc2)cc1
(15) COc1ccc2nc(Cl)cc(Cl)c2c1
(16) CC12CCC(C(=O)N(CCCN3CCN(Cc4ccccc4)CC3)C1=O)C2(C)C (stereo not given)
(17) CC1(C(=O)Nc2ccc3c(c2)OCCO3)CCN1Cc1ccc(-c2ccccn2)cc1 (stereo not given)
(18) CCOc1ccc(N2CC(C(=O)NCc3ccc(F)cc3)CC2=O)cc1 (stereo not given)
(19) Cc1ccc(NC(=O)c2ccc3c(c2)C(=O)N(Cc2cccnc2)C3=O)c(C)c1
(20) CCOC(=O)c1ccc(NS(=O)(=O)c2ccc(-c3coc(C)n3)cc2)cc1

screen / no.	11	12	13	14	15	16	17	18	19	20
CHO-K1 Ca PAM	11.5	1.3	19.3	12.4	14.1	12.9	8.7	20.1	17.7	8.4
CHO parental Ca	-13.4	-10.0	-5.2	-10.3	2.1	-10.7	nt	-11.4	8.2	-14.5
CHO-K1 Ca antag	-5.7	-6.9	-15.9	-2.4	-15.8	-7.2	-13.2	-30.1	-8.0	-3.7
M1 PAM	9.5	4.3	12.5	1.1	8.1	1.2	0.1	9.8	10.3	2.5
CHO-K1 Ca ag	0.0	0.1	0.7	2.2	0.6	1.0	3.0	0.1	1.7	0.9
CHRM1 antagonist	-7.7	-1.8	-15.3	1.6	-7.9	0.9	-11.0	-14.6	-15.7	-3.5
TAAR1 ag	4.3	12.7	6.7	11.8	-1.3	3.0	0.2	-2.8	3.4	11.9
M1 ag	-0.1	-3.2	-0.5	-6.4	-4.6	-7.8	-3.2	-4.4	1.7	-1.4
TAAR1 antagonist	-7.1	-31.3	-5.2	37.4	-3.9	-16.9	-8.9	-2.7	-33.0	-15.8

(21) O=C(CSCc1ccc(F)cc1)N1CCOCC1
(22) COc1ccccc1CNC(=O)Cn1cnc2ccccc2c1=O
(23) Cc1cc(C)c(S(=O)(=O)n2cnc3ccccc32)c(C)c1
(24) CCCOC(=O)/C(C)=N\NC(=O)c1ccco1
(25) CCOc1ccc(S(=O)(=O)n2ccc(C)n2)cc1
(26) CCOc1cc(/C=N/NC(=O)c2ccc(-c3csc(Nc4ccc(C)cc4)n3)cc2)ccc1OCC(=O)O
(27) Cc1ccc(CNC(=O)C2CCC(=O)N(CCCN3CCOCC3)C2)cc1 (stereo not given)
(28) Cc1nc(SCc2ccccc2F)c2oc3ccccc3c2n1
(29) Cc1onc(-c2ccc(Cl)cc2Cl)c1-c1csc(N/N=C/c2ccccc2Cl)n1
(30) CC(C)N(Cc1ccccc1)C(=S)NC1CCCCC1

screen / no.	21	22	23	24	25	26	27	28	29	30
CHO-K1 Ca PAM	7.1	6.2	8.8	12.7	20.3	-3.1	16.0	12.3	14.7	11.1
CHO parental Ca	-4.9	-0.9	0.9	-7.4	-8.6	nt	-1.0	-17.4	-6.8	-8.3
CHO-K1 Ca antag	-5.2	-3.8	-13.4	-6.2	-17.8	5.2	2.6	-9.0	-1.7	-11.6
M1 PAM	7.2	10.3	4.5	10.2	20.3	7.2	7.6	11.2	1.0	4.5
CHO-K1 Ca ag	0.0	0.8	0.3	0.3	1.0	-0.1	0.7	1.0	11.4	-0.3
CHRM1 antagonist	-7.3	-14.5	-32.8	-9.0	-25.1	-0.1	-8.0	-12.1	-1.6	-3.5
TAAR1 ag	9.1	3.9	0.7	5.0	0.2	-1.4	-0.8	0.5	-0.1	-0.7
M1 ag	-3.0	0.8	-2.6	-3.3	-8.0	-5.4	-3.8	-3.5	0.3	-7.5
TAAR1 antagonist	3.8	-4.2	-24.2	-6.4	-6.6	-23.5	-4.9	-41.0	-22.5	-14.7

(31) Cc1c(C)n(Cc2ccc(Cl)cc2)c2ccc(C(=O)NCCN3CCOCC3)cc12
(32) CCN(CC)C(=O)c1cccc(-c2csc(C(C)(O)c3ccncc3)n2)c1 (stereo not given)
(33) CC1(C)Cc2c(C#N)c(NCc3ccco3)nc(-c3ccco3)c2CO1
(34) O=C(CCC1COc2ccccc2O1)Nc1cccnc1 (stereo not given)
(35) O=C(COC(=O)CCN1C(=O)c2ccccc2C1=O)Nc1ccccc1[N+](=O)[O-]
(36) O=C(CN1C(=O)CSc2ccc(S(=O)(=O)N3CCCCC3)cc21)NCc1ccccc1
(37) CC(O)c1nc2ccccc2n1C(C)c1ccccc1 (stereo not given)
(38) COc1ccc(-c2nn3c(=O)c(C)nnc3s2)cc1
(39) COc1ccc(NC(=O)C2CC(=O)n3cnnc3S2)cc1 (stereo not given)
(40) CC1(Cc2ccccc2OC(F)(F)F)C(=O)Nc2ccc(-c3ccsc3)cc21 (stereo not given)

screen / no.	31	32	33	34	35	36	37	38	39	40
CHO-K1 Ca PAM	-5.1	10.2	13.8	13.8	0.2	-3.0	7.5	9.3	13.0	12.7
CHO parental Ca	-28.8	nt	-11.1	-9.2	-1.8	-29.3	-17.6	nt	-12.6	nt
CHO-K1 Ca antag	-11.2	-11.9	-9.0	-5.0	-11.1	-6.2	-3.2	-10.9	-15.1	-0.2
M1 PAM	0.9	-16.0	9.8	4.6	11.5	13.6	-2.4	8.7	0.6	13.4
CHO-K1 Ca ag	0.4	10.2	0.3	0.8	0.1	2.9	1.1	0.8	-0.3	0.7
CHRM1 antagonist	-0.3	10.0	-5.7	-9.2	-11.5	-10.7	-6.1	-8.6	-18.3	0.8
TAAR1 ag	6.1	14.1	4.9	15.6	16.9	-2.9	1.4	nt	3.5	-1.1
M1 ag	-12.6	4.1	-2.0	-4.4	-4.0	-5.4	-5.0	-1.4	-6.2	-9.7
TAAR1 antagonist	-10.2	42.6	-3.8	3.4	-4.3	-30.7	6.3	nt	-1.9	-45.1

Whole records from above.
CC1(C)Cc2c(C#N)c(NCc3ccco3)nc(-c3ccco3)c2CO1 across the screens: CHO-K1 Ca PAM = 13.8; CHO parental Ca = -11.1; CHO-K1 Ca antag = -9.0; M1 PAM = 9.8; CHO-K1 Ca ag = 0.3; CHRM1 antagonist = -5.7; TAAR1 ag = 4.9; M1 ag = -2.0; TAAR1 antagonist = -3.8
O=C(CCC1COc2ccccc2O1)Nc1cccnc1 (stereo not given) across the screens: CHO-K1 Ca PAM = 13.8; CHO parental Ca = -9.2; CHO-K1 Ca antag = -5.0; M1 PAM = 4.6; CHO-K1 Ca ag = 0.8; CHRM1 antagonist = -9.2; TAAR1 ag = 15.6; M1 ag = -4.4; TAAR1 antagonist = 3.4
CC(O)c1nc2ccccc2n1C(C)c1ccccc1 (stereo not given) across the screens: CHO-K1 Ca PAM = 7.5; CHO parental Ca = -17.6; CHO-K1 Ca antag = -3.2; M1 PAM = -2.4; CHO-K1 Ca ag = 1.1; CHRM1 antagonist = -6.1; TAAR1 ag = 1.4; M1 ag = -5.0; TAAR1 antagonist = 6.3

The list goes on.
(41) O=C(COC(=O)c1ccccc1F)c1ccc(-n2nncc2-c2ccco2)cc1
(42) COc1ccccc1OCC(=O)NCC1CCCN(Cc2cnn(C)c2C)C1 (stereo not given)
(43) CCOC(=O)c1ccc(N/N=C/c2cc(Br)cc([N+](=O)[O-])c2O)cc1
(44) CC(=O)NC(c1ccc(F)c(F)c1)c1nc(-c2ccc(F)c(Cl)c2)cs1 (stereo not given)

screen / no.	41	42	43	44
CHO-K1 Ca PAM	7.3	-26.7	16.9	24.8
CHO parental Ca	6.5	-7.2	-9.6	nt
CHO-K1 Ca antag	-1.8	12.3	3.3	-14.2
M1 PAM	5.9	9.9	4.7	4.1
CHO-K1 Ca ag	3.2	0.2	6.1	1.3
CHRM1 antagonist	-1.3	-3.0	-2.1	0.9
TAAR1 ag	2.3	2.6	5.6	1.8
M1 ag	-2.1	0.3	-6.0	-2.8
TAAR1 antagonist	34.5	-30.9	9.8	-23.0
